Screens deposited in PubChem BioAssay by National Center for Advancing Translational Sciences (NCATS).
JMJD2A Tudor inh = qHTS Assay for Inhibitors of JMJD2A-Tudor Domain. Lysine-specific demethylase 4A (Homo sapiens), O75164. AlphaScreen JMJD2A-Tudor / H3K4me3 peptide binding. Potency, µM (top dose mostly 114 µM), for inactives: at the highest dose activity change, negative = inhibition, most hits filed as inhibitors. 390,000 compounds, 4.4% hits. AID 504339, 2011; note: % is set by controls: 0 for no effect and ±100 for the full control effect; nearly all actives have a fitted effect of over 50% in size
ERG-DNA inh = qHTS for Small Molecule Inhibitors of the ERG Ets/DNA interaction; fluorescence polarization, His-ERG Ets domain / labelled DNA; Potency, µM (top dose mostly 76.9 µM), without a hit: at the highest dose FP activity, negative = inhibition, most hits filed as inhibitors; 370,000 compounds, 0.028% hits; active = well fitted inhibition curve with a large enough effect in the polarisation, with a control signal flat; inconclusive = small, poorly fitted or top-dose-only effect, or effect the other way, or a change in a side signal; inactive = no such curve, though single readings can be large or run the other way; the % refers to the polarisation;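 note: polarization taken with two DNA probes labelled with fluorescein and Texas red; % of control where 0% means no effect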
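His-tagged ERG Ets domain (1 uM in the protein solution; 300mM KCl, 50mM Tris-HCl, 1mM EDTA, 1mM DTT, pH 7.5) received compound, then a probe mix of 5 nM fluorescein-DNA and 100nM Texas-615-DNA. Fluorescence polarization was read for both dyes.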
PGK inhibitor = qHTS Assay to Find Inhibitors of Phosphoglycerate Kinase. Phosphoglycerate kinase, glycosomal (Trypanosoma brucei brucei), P07378. PGK/GAPDH coupled, Kinase-Glo luminescence, 60 min. Potency, µM (top dose mostly 57.5 µM), inactives show top-dose activity change, negative = inhibition, usual class: inhibitors. 380,000 compounds, 0.043% hits; note: % is set by controls: 0 for no effect and ±100 for the full control effect; nearly all actives have a fitted effect of over 60% in size
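Recombinant glycosomal PGK reaction used 1,3-bisphosphoglycerate generated in-well by GAPDH (100nM final) in 100mM TEA pH 7.6, 5mM MgCl2, 0.01% Tween-20. After 60 minutes at room temperature, ATP was read by Kinase-Glo Plus luminescence end-point.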
Pin1 inhibitor = qHTS Assay to Find Inhibitors of Pin1; Peptidyl-prolyl cis-trans isomerase NIMA-interacting 1 (Homo sapiens), Q13526; Pin1 FP peptide displacement, HiFluor488, 10 min; Potency, µM (doses to about 115 µM), for the others: at the top dose activity, negative = inhibition, most hits filed as inhibitors; 390,000 compounds, 0.009% hits; active = well fitted inhibition curve with a large enough effect in the polarisation, with a control signal flat, not every such curve was filed as active; inconclusive = small, poorly fitted or top-dose-only effect, or effect the other way, or a change in a side signal; inactive = no such curve, though single readings can be large or run the other way; the % refers to the polarisation; note: % is set by controls: 0 for no effect and ±100 for the full control effect
HP1b binding inh = HTS for Inhibitors of HP1-beta Chromodomain Interactions with Methylated Histone Tails; AlphaScreen HP1-beta / biotin-H3K9me3 peptide binding; Potency, µM (series often up to 114 µM), for the others: at the top dose activity change, negative = inhibition, actives largely listed as inhibitors; 390,000 compounds, 0.56% hits; AID 540317, 2011; note: nearly all actives have a fitted effect of over 70% in size; inactives centre near 23
Target sequence (P83916 whole entry, looked up): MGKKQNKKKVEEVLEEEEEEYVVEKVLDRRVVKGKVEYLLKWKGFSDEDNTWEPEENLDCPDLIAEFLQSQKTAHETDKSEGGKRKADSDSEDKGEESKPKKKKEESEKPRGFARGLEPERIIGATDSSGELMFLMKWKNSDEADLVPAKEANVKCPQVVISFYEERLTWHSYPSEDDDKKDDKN
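AlphaScreen: HP1-beta (50 nM) preformed 30 min with biotin-H3(1-18)K9me3 peptide (50 nM) in PBS pH 7.4, 0.01% Tween-20. Compound added for 30 min at RT, then streptavidin donor/nickel chelate acceptor beads (10 ug/mL) for 30 min.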
12-LOX inh = Primary qHTS assay for inhibitors of human arachidonate 12S-lipoxygenase (ALOX12): Round 2 | Potency, µM (top dose mostly 108 µM), without a hit: at the top dose activity change, negative = inhibition, usual class: inhibitors | Polyunsaturated fatty acid lipoxygenase ALOX12 (Homo sapiens), P18054 | 580,000 compounds, 1.1% hits | purified 12hLO, xylenol orange hydroperoxide absorbance | AID 1671190, 2021; note: % is set by controls: 0 for no effect and ±100 for the full control effect
Target sequence (P18054 whole entry, looked up): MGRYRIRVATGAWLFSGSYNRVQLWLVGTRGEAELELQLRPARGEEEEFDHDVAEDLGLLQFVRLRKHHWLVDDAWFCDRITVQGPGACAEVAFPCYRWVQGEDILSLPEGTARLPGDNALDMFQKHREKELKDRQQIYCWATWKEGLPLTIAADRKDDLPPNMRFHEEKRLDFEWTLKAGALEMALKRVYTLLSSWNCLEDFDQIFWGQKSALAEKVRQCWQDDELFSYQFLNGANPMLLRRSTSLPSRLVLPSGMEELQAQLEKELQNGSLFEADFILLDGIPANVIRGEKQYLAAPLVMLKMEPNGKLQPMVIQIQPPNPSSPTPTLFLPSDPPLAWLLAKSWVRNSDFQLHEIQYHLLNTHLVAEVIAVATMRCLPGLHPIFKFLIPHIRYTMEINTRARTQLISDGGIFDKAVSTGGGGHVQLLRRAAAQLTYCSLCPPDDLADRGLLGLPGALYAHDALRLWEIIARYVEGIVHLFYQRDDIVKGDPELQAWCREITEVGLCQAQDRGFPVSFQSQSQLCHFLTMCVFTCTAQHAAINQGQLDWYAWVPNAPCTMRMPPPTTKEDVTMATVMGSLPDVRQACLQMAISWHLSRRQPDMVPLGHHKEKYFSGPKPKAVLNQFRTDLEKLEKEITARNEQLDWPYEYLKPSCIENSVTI
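Purified human 12hLO (150 nM final) in 25 mM Hepes, 0.01% Triton X-100, pH 7.0 was preincubated 15 min at room temperature with compound. Then 40 uM arachidonic acid was added, 30 min. Hydroperoxide was read by Fe-XO absorbance ratio 573/405 nm.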
GLS inh = qHTS for Inhibitors of Glutaminase (GLS). Glutaminase kidney isoform, mitochondrial (Homo sapiens), O94925. GLS enzymatic activity, qHTS titration. Potency, µM (titrated, usually from 45.5 µM), inactives show at the top dose activity change, negative = inhibition, usual class: inhibitors. 410,000 compounds, 0.21% hits. AID 624170, 2012; note: % is set by controls: 0 for no effect and ±100 for the full control effect
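Human kidney-isoform GLS in 45 mM KH2PO4 pH 8.2, 0.02% Tween-20, with compound, started with 1mM L-Glutamine (added stock). Glutamate oxidase/HRP/Amplex red coupled fluorescence read at start and after 30 min at RT.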
rTrxR1 inhibitor = qHTS Assay for Inhibitors of Mammalian Selenoprotein Thioredoxin Reductase 1 (TrxR1): qHTS; 390,000 compounds, 1% hits; Thioredoxin reductase 1, cytoplasmic (Rattus norvegicus), O89049; Potency, µM (top dose mostly 114 µM), inactives show top-dose activity change, negative = inhibition, hits mostly inhibitors; recombinant rTrxR1, NADPH fluorescence consumption, selenite substrate; note: % is set by controls: 0 for no effect and ±100 for the full control effect; nearly all actives have a fitted effect of over 65% in size
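Rat TrxR1 (90 nM in the dispensed reagent) was pre-reduced with 400 uM NADPH for 5 min at room temperature, then incubated with compound for 15 min. After 400 uM selenite was added, NADPH fluorescence (Ex 340/Em 450 nm) was followed for 8 min.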
RGS4 inh = Inhibitors of Regulator of G Protein Signaling (RGS) 4: qHTS. AID 504845, 2011. 390,000 compounds, 0.039% hits. Transcreener GDP fluorescence polarization, RGS4-accelerated GTP hydrolysis. Regulator of G-protein signaling 4 (Homo sapiens), P49798. Potency, µM (doses to about 114 µM), for the others: at the highest dose activity change, negative = inhibition, usual class: inhibitors; note: % is set by controls: 0 for no effect and ±100 for the full control effect; nearly all actives have a fitted effect of over 75% in size; some results filed as inactive show a strong effect at the top dose
Target sequence (P49798 whole entry, looked up): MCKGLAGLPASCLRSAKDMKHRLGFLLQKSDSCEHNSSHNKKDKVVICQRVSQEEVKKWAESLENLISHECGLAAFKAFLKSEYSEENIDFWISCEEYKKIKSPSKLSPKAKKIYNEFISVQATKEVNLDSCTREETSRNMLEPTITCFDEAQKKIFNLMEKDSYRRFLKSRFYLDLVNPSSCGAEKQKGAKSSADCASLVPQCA
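MLSMR compounds (23 nl, pin-transferred) preincubated 10 min at room temperature with a 500nM (2x) first reagent, then RGS4 at 900nM (2x) plus Transcreener GDP mix added; fluorescence polarization (620/688 nm) read before and after 90 min at 30 °C.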
Numbers without * were called inactive; i = inactive; ? = inconclusive; . = no result given; [ ] = dose if it differs, or a comment. Unless noted, calls come from the whole dose curve; as a rule, active = well fitted curve in the direction sought with a large enough effect; inconclusive = small, poorly fitted or top-dose-only effect, or another doubt; inactive = no such curve, though single readings can be large; an effect the other way counts as inactive or inconclusive. Potency is the fitted concentration of half-maximal effect. This is a subset; count on the stated rates, not on these rows.

Structure	JMJD2A Tudor inh	ERG-DNA inh	PGK inhibitor	Pin1 inhibitor	HP1b binding inh	12-LOX inh	GLS inh	rTrxR1 inhibitor	RGS4 inh
Cc1ccc(NC(=O)CSc2nnc(-c3ccncc3)s2)cc1	-14%	5%	i	2%	12%	-9%	2%	35%	-10%
O=C(Nc1nc(-c2ccccc2)cs1)c1ccc(Br)o1	-31%	3%	-1%	15%	?	-17%	0%	-15%	-49%
c1ccc2[nH]c(CSc3nccs3)nc2c1	-18%	-2%	0%	4%	30%	0%	0%	12%	-19%
CC(Sc1nnc(NC2CCCCC2)s1)C(=O)N1CCOCC1 (centres undefined)	-2%	5%	i	-1%	48%[activator]	-25%	-13%	-3%	-20%
C=CCN(CC=C)S(=O)(=O)c1ccc(NC(=S)NC(=O)c2ccco2)cc1	-15%	5%	-13%	?	0%	?	8%	?	-40%
CC(=O)N=c1c(C#N)cc2c(=O)n3cccc(C)c3nc2n1CCCOC(C)C	-18%	-7%[15.4 µM]	1%	-7%	8%	-9%	0%	57%[57.1 µM]	1%
O=C(NN=Cc1ccc(N2CCOCC2)s1)c1ccc([N+](=O)[O-])cc1	-16%	-2%	-1%	2%	37%	-9%	10%	-9%	-16%
O=c1ccc2cc(S(=O)(=O)N3CCN(c4cc(Cl)ccc4Cl)CC3)ccc2o1	-6%	4%	-15%	18%	24%	7%	-3%	23%	-9%
O=C(COC(=O)C1(c2ccc(F)cc2)CCCC1)N1CCOCC1	-8%	-7%	-4%	?	49%[activator]	406%[activator]	0%	-4%	-4%
CCOC(=O)N1CCN(C(=O)CCCCCn2c(=S)[nH]c3cc4c(cc3c2=O)OCO4)CC1	-28%	1%	-9%	9%	26%	-3%	-21%	22%[57.1 µM]	-29%
COc1ccc2c(c1)c(=O)oc1cc(O)ccc12	-8%	0%	-1%	17%	20%	31%[activator]	21%	16%[57.1 µM]	2%
CCC(C(=O)NC1CCCC1)N(C(=O)Cn1nnc(-c2ccc(OC)c(OC)c2)n1)c1cccc(O)c1 (centres undefined)	-31%	5%	-7%	-7%	-21%	-5%	5%	14%	16%

Arranged by molar mass (highest first): 7 of the compounds above.
Structure	JMJD2A Tudor inh	ERG-DNA inh	PGK inhibitor	Pin1 inhibitor	HP1b binding inh	12-LOX inh	GLS inh	rTrxR1 inhibitor	RGS4 inh
O=c1ccc2cc(S(=O)(=O)N3CCN(c4cc(Cl)ccc4Cl)CC3)ccc2o1	-6%	4%	-15%	18%	24%	7%	-3%	23%	-9%
CC(=O)N=c1c(C#N)cc2c(=O)n3cccc(C)c3nc2n1CCCOC(C)C	-18%	-7%[15.4 µM]	1%	-7%	8%	-9%	0%	57%[57.1 µM]	1%
O=C(NN=Cc1ccc(N2CCOCC2)s1)c1ccc([N+](=O)[O-])cc1	-16%	-2%	-1%	2%	37%	-9%	10%	-9%	-16%
Cc1ccc(NC(=O)CSc2nnc(-c3ccncc3)s2)cc1	-14%	5%	i	2%	12%	-9%	2%	35%	-10%
O=C(COC(=O)C1(c2ccc(F)cc2)CCCC1)N1CCOCC1	-8%	-7%	-4%	?	49%[activator]	406%[activator]	0%	-4%	-4%
c1ccc2[nH]c(CSc3nccs3)nc2c1	-18%	-2%	0%	4%	30%	0%	0%	12%	-19%
COc1ccc2c(c1)c(=O)oc1cc(O)ccc12	-8%	0%	-1%	17%	20%	31%[activator]	21%	16%[57.1 µM]	2%

The results go on:
Structure	JMJD2A Tudor inh	ERG-DNA inh	PGK inhibitor	Pin1 inhibitor	HP1b binding inh	12-LOX inh	GLS inh	rTrxR1 inhibitor	RGS4 inh
CCOc1ccc(NC(=O)[C@@H](NC(=O)OCc2ccccc2)[C@@H](C)CC)cc1	-12%	3%	i	3%	13%	9%	0%	-9%	22%
C=CCn1c(SCC(=O)c2c(N)n(CCC)c(=O)n(C)c2=O)nc2sc(CC)cc2c1=O	7%	-4%	i	1%	10%	110%[activator]	-2%	0%	-24%
COC(=O)c1cc(S(=O)(=O)NCCCN2CCCC2=O)cn1C	-6%	-9%	-3%	-1%	26%	10%	0%	15%	6%
COc1ccc2cc(/C=N/NC(=O)c3ccc(CN(c4ccc(C)c(C)c4)S(C)(=O)=O)cc3)c(Cl)nc2c1	-13%	4%	1%	11%	16%	0%	2%	15%	24%
O=C(COC(=O)c1ccc(OC(F)F)cc1)NCc1cccs1	1%	5%	8%	0%	55%[activator]	8%	2%	0%	18%
Cc1ccc(OCC(=O)N2CCN(c3nnc(-c4ccccc4)c4ccccc34)CC2)cc1	?	-2%	0%	5%	9%	0%	-3%	0%	11%
Cc1ccc(Cn2c(=O)c3ccccc3n3c(CCC(=O)O)nnc23)cc1	-1%	-1%	7%	-1%	52%[activator]	465%[activator]	2%	-18%	7%
CCOC(=O)c1cc2c(=O)n3ccccc3nc2n(CC2CCCO2)c1=NC(=O)c1ccc(F)cc1 (centres undefined)	-7%	4%	-10%	12%	11%	5%	4%	-8%	17%
O=C(NCCc1ccccn1)c1ccc(OC(F)F)cc1	-19%	-4%	-3%	-1%	26%	26%	-1%	-6%	-18%
O=C1OCCC1Sc1nnc(-c2ccc(F)cc2)n1Cc1ccccc1 (centres undefined)	-1%	-4%	i	-3%	19%	-2%	1%	-10%	0%
COC(=O)c1ccc(NC(=O)CSc2cn(CC(=O)N3CCCCC3)c3ccccc23)cc1	-2%	-6%	2%	-5%	36%	0%	5%	7%	5%
Cc1ccc(S(=O)(=O)Oc2ccccc2/C=N/NC(N)=S)cc1	1%	.	-3%	-2%	59%[activator]	?	-7%	14%	-15%
O=C(CSc1nc2ccccc2n1Cc1ccc(Cl)cc1)N/N=C/c1ccc(C(=O)O)cc1	-25%	3%	-4%	?	6%	?	-6%	24%[57.1 µM]	-24%
COCCNC(=O)CN(C(=O)Cn1nnc2ccccc21)c1ccc(F)c(Cl)c1	-12%	-1%	4%	-9%	34%	0%	8%	-10%	16%
CCOC(=O)C1=C(C)N=c2s/c(=C/c3ccc(OCC(=O)O)c(OC)c3)c(=O)n2C1c1ccc(Cl)cc1 (centres undefined)	20µM*	32%[activator]	14µM*	?	32µM*	25µM*	?	-3%[57.1 µM]	-49%
O=C1/C(=C\c2cccs2)N=C(c2cccs2)N1Nc1ccccc1	?	.	-5%[11.5 µM]	?	-17%	?	1%	1%	-20%
CSc1cccc(N2CC(C(=O)N(Cc3nnc(-c4ccccc4Cl)o3)C3CC3)CC2=O)c1 (centres undefined)	-20%	-5%	3%	2%	5%	0%	8%	-18%	8%
Cc1cccc(-n2cc(-c3ccccc3)c3c(=O)[nH]cnc32)c1	79µM*	-15%	7%	10%	?	?	-17%	-5%[57.1 µM]	-2%
O=C(CCC(=O)N1CCN(c2ccccn2)CC1)Nc1nnc(C2CCCCC2)s1	-22%	.	-5%	-2%	14%	3%	-1%	-17%	7%
Cc1ccccc1-n1c(-c2ccc(Br)o2)n[nH]c1=S	25µM*	12%	-5%	-4%	21%	0%	-1%	-7%	-34%
CCn1cc(C(=O)NCCCN(C)c2ccccc2)c(=O)c2cc(S(=O)(=O)N(C)C)ccc21	?	-5%	-6%	-4%	-21%	342%[activator]	18%	17%	-8%
Cn1cccc1CNCc1ccccc1Cl	?	-2%	0%	7%	0%	-10%	10%	10%	23%
CCN(c1ccccc1)C(CNS(=O)(=O)c1ccccc1)c1ccccc1 (centres undefined)	-20%	0%	.	0%	26%	?	24%	1%	21%
Cc1cccc(N(CC(=O)NC2CCCCC2)C(=O)c2c(C)noc2C)c1	7%	0%	-1%	-2%	25%	0%	2%	9%[57.1 µM]	2%
CCC(=O)Nc1ccc(NC(=O)c2cccc(OC)c2)nc1	3%	-1%	1%	-5%	20%	-28%	2%	-1%	13%
COC(=O)c1ccc(C(=O)OC)c(NC(=O)CN(C)Cc2ccc(Cl)c(Cl)c2)c1	9%	-2%	-7%	3%	53%[activator]	-8%	4%	-1%	-10%
COc1cc(OC)cc(C(=O)NCCC(=O)NCCc2ccc(OC)c(OC)c2)c1	-3%	.	-8%	-5%	27%	4%	-2%	-13%	-11%
